TDP1 inh: blocks human tyrosyl-DNA phosphodiesterase 1. Q9NUW8. recombinant TDP1, AlphaScreen DNA substrate cleavage. Potency, µM (doses to about 130 µM), without a hit: at the highest dose activity change, negative = inhibition, actives largely listed as inhibitors. actives 0.28% (n = 350,000); also: nearly all actives have a fitted effect of over 40% in size
Target sequence (Q9NUW8 whole entry, looked up): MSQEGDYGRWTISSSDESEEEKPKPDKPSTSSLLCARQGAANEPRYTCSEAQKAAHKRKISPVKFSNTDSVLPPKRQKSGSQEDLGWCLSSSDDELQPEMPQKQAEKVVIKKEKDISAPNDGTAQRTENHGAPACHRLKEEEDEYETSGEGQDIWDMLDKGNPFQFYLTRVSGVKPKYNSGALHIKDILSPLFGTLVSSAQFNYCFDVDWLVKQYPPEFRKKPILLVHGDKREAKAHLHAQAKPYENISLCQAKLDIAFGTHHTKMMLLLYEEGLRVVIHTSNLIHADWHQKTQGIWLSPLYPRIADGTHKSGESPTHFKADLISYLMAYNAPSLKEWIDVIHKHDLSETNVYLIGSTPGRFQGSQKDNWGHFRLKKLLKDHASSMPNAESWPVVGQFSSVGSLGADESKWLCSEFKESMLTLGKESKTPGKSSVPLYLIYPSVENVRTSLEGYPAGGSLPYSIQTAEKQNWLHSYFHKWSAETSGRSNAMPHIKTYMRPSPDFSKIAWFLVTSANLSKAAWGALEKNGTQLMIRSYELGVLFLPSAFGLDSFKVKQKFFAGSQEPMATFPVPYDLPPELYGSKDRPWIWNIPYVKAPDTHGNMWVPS
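Here, a 5' biotin and 3' phosphotyrosine-FITC DNA oligonucleotide reports Tdp1 activity: intact substrate bridges AlphaScreen beads, while cleavage leaves a 3' phosphate and drops signal. All incubations at room temperature.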
N370S GC: N370S glucocerebrosidase modulation, Gaucher chaperone candidate; P04062; Potency, µM (top dose mostly 59.4 µM), without a hit: at the highest dose activity change, negative = inhibition, hits mostly inhibitors; N370S GC spleen homogenate, 4MU-glucoside fluorescence; actives 0.092% (n = 330,000); AID 2101;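 also: 0% = full enzyme activity and -100% = no enzyme basal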
FEN1 inhibitor: blocks human flap endonuclease 1; AID 588795; P39748; Recombinant FEN1 flap cleavage, fluorescence, 15 min; actives 0.35% (n = 390,000); Potency, µM (top dose mostly 114 µM), inactives show at the highest dose activity change, negative = inhibition, actives largely listed as inhibitors; also: nearly all actives have a fitted effect of over 65% in size
Target sequence (P39748 whole entry, looked up): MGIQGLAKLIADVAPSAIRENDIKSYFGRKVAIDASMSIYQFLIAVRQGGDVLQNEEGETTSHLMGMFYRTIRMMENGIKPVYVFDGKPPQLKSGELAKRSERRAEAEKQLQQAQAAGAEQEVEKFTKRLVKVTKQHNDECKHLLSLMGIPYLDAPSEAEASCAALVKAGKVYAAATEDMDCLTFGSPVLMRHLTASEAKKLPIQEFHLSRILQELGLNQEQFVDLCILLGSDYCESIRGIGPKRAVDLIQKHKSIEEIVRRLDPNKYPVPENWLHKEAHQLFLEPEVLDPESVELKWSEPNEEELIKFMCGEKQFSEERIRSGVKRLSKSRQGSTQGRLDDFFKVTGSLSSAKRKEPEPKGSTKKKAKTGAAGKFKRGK
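Potency values derive from four-parameter Hill fits of normalized qHTS data. The reaction used 10 nM FEN1 preincubated 15 min at room temperature with compound, then 50 nM DNA substrate, read at 0 and 15 min.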
* = called active by the depositor; ? = inconclusive; . = not tested or not shown; [ ] = remark or other dose. Calls follow the shape of the dose curve; as a rule, active = well fitted curve in the direction sought with a large enough effect; inconclusive = small, poorly fitted or top-dose-only effect, or another doubt; inactive = no such curve, though single readings can be large; an effect the other way counts as inactive or inconclusive. Unless noted, % is scaled to controls: 0 for no effect and ±100 for the full control effect; potency is read from the fitted curve at half-maximal effect.

1. COc1ccccc1NC(=O)c1ccc2nc(C)sc2c1
2. COc1cccc(CNCc2c(C(=O)O)n(Cc3ccc(C)cc3)c3cc(C)ccc23)c1OC
3. CCOc1ccc(NC(=O)CC2C(=O)N(c3ccc(F)cc3)C(=O)N2Cc2ccc(OC)c(OC)c2)cc1 (stereo not drawn)
4. O=C1CCC(C(=O)OCc2cc(Cl)ccc2OC(F)F)N1 (stereo not drawn)
5. CCOC(=O)c1c(C)[nH]c(C(=O)OCC(=O)Nc2sc(C(=O)N(C)C)c(C)c2C(=O)OCC)c1C
6. COc1cc(S(=O)(=O)N2CCN(C(=O)c3ccco3)CC2)c(OC)cc1C
7. O=C(NCCc1ccccc1)C1CCN(S(=O)(=O)c2ccc(Br)s2)CC1
8. CC(=O)C1C(=O)c2c(cccc2[N+](=O)[O-])C1=Nc1ccccc1C (stereo not drawn)
9. CCc1ccc(NC(=O)C(=O)NCCc2sc(-c3ccc(C)cc3)nc2C)cc1
10. CN(C(=O)CSc1nnc(-c2ccc(F)cc2)c2ccccc12)C1CCS(=O)(=O)C1 (stereo not drawn)

Compound	1	2	3	4	5	6	7	8	9	10
N370S GC	0%	.	.	-9%	?	-4%	3%	29%	.	3%
TDP1 inh	1%	5%	-9%	0%	.	.	3%	9%	2%	1%
FEN1 inhibitor	7%	-3%	8%	-5%	4%	-19%	1%	.	1%	-4%

11. CCOC(=O)c1sc2ccccc2c1S(=O)(=O)N1CCN(c2cccc(C)c2C)CC1
12. C/C(=C/C=N/Nc1nc(N2CCCCC2)nc(N2CCCCC2)n1)c1ccccc1
13. CCCCC(Sc1nc(C)c(Cc2ccccc2)c(=O)[nH]1)C(=O)O (stereo not drawn)
14. COC(=O)C1=C(C)Nc2nnnn2C1c1cccnc1 (stereo not drawn)
15. Cc1cccc(CC2S/C(=N/N=C/c3ccco3)N(c3ccccc3)C2=O)c1 (stereo not drawn)
16. CNC(=O)COC(=O)c1cccc(S(=O)(=O)N2CCN(c3ccc(F)cc3)CC2)c1
17. FC(F)(F)c1cc(-c2ccco2)nc(NCc2cccs2)n1
18. O=C(O)CCCC(=O)N1CCC(C(O)(c2ccccc2)c2ccccc2)CC1
19. CCOc1ccccc1NC(=O)Cn1nnc(C(=O)NCCc2ccc(OCC)c(OCC)c2)c1N
20. COc1ccc(N(C)S(=O)(=O)c2cccc(C(=O)NCC3CCCO3)c2)cc1 (stereo not drawn)

Compound	11	12	13	14	15	16	17	18	19	20
N370S GC	.	4%	1%	2%	-17%	-2%	4%	-13%	-7%	.
TDP1 inh	5%	-1%	.	-5%	8%	3%	3%	6%	.	7%
FEN1 inhibitor	-5%	3%	27%	0%	-1%	-8%	-22%	4%	3%	5%

Reprinted at random: two records from the list
14. COC(=O)C1=C(C)Nc2nnnn2C1c1cccnc1 (stereo not drawn)
20. COc1ccc(N(C)S(=O)(=O)c2cccc(C(=O)NCC3CCCO3)c2)cc1 (stereo not drawn)

Compound	14	20
N370S GC	2%	.
TDP1 inh	-5%	7%
FEN1 inhibitor	0%	5%

Continued:
21. Cc1nn(Cc2noc(C(=O)NCc3cccc(F)c3)n2)c(C)c1Br
22. COc1ccc(NS(=O)(=O)c2ccc(C(=O)N3CCC(C)CC3)cc2)cc1
23. Cn1c(SCC#N)nnc1-c1cnccn1
24. O=c1c(-c2nnc(SCc3ccc(Cl)c(Cl)c3)o2)cccn1Cc1ccccc1
25. COc1ccc(S(=O)(=O)N2CCN(c3ccc(F)cc3)CC2)cc1-c1noc(C)n1
26. COc1ccc(C2C(=O)c3ccccc3C2=Nc2ccc(Br)cc2)cc1 (stereo not drawn)
27. Cc1cccc(C)c1NC(=O)CSc1cc(C(=O)c2nccn2C)c2ccccc2n1
28. COc1ccc(NC(=O)c2cccs2)cc1C(=O)N1CCN(c2ccccc2)CC1
29. Brc1ccc(CSc2nnc3ccccn23)cc1
30. CCOC(=O)C(C)Sc1ncc(-c2ccc(Cl)cc2)cn1 (stereo not drawn)

Compound	21	22	23	24	25	26	27	28	29	30
N370S GC	.	.	3%	25%	.	11%	13%	-3%	8%	-13%
TDP1 inh	5%	1%	3%	-12%	-3%	4%	3%	5%	2%	.
FEN1 inhibitor	-11%	8%	0%	-6%	-17%	-15%	0%	8%	18%	-1%

31. NC1=NC(=Nc2ccc(S(N)(=O)=O)cc2)c2ccccc21
32. CC(=O)Nc1ccc(NC(=O)CCN2C(=O)c3ccccc3C2=O)cc1
33. COc1ccc(C(=O)NCCSc2ccccc2C)cc1
34. Cc1nc2ccc(NC(=S)NCCCO)cc2nc1C
35. CCOc1ccc(NS(=O)(=O)c2ccc3nc(-c4ccccc4)[nH]c3c2)cc1
36. O=C(COC(=O)c1cccnc1Cl)NCc1ccc(F)cc1
37. Cc1cccc(-n2nnc3c(=O)n(CC(=O)Nc4cc(C)on4)cnc32)c1
38. Cc1ccn(CC(=O)N2CCCC(N3CCN(Cc4ccc5c(c4)OCO5)CC3)C2)n1 (stereo not drawn)
39. COCc1cc(C)n(CC(=O)Nc2cccc(C)c2)c(=O)c1C#N
40. CCCCCCCC(=O)O[C@H](CC(=O)O)C[N+](C)(C)C

Compound	31	32	33	34	35	36	37	38	39	40
N370S GC	0%	0%	24%	2%	.	.	0%	1%	0%	11%
TDP1 inh	1%	.	.	3%	5%	0%	-3%	4%	2%	7%[56.1 µM]
FEN1 inhibitor	23%	2%	11%	-1%	-23%	-2%	0%	1%	5%	.

41. CCOc1ccc(-c2nc3c(c(CC)nn3-c3ccccc3)c3cc(OC)c(OC)cc23)cc1
42. Cc1cc(-c2ccc([N+](=O)[O-])cc2)nc2ccccc12
43. COC(=O)c1c(CSc2cccc(C)c2)noc1C(=O)NCc1ccco1
44. C/C(=N\NC(=O)c1ccccc1O)c1cccs1
45. COc1ccc(CCNC2=C(Cl)C(=O)N(CCc3ccc(OC)c(OC)c3)C2=O)cc1OC
46. COc1ccc(-c2ccc(OC)c([C@H]3[C@@H]4C=CCC[C@@]4(C)C(=O)N3Cc3ccccc3)c2)cc1OC
47. CCOC(=O)N1CCN(CCC(=O)Nc2cc(OC)ccc2OC)CC1
48. Cc1cc(C)c(C)c(S(=O)(=O)N2CCN(CC(=O)c3c(N)n(Cc4ccccc4)c(=O)n(C)c3=O)CC2)c1C
49. CCOc1ccc(OCC)c(Nc2cc(C)nc3ncnn23)c1
50. CC(C)(C)OC(=O)C1=NOC2(C=CC(=O)C=C2)C1

Compound	41	42	43	44	45	46	47	48	49	50
N370S GC	.	4%	?	-8%	15%	-6%	5%	21%	-9%	0%
TDP1 inh	-3%[12.3 µM]	7%	5%	8%	-1%	5%	-3%	1%	0%	5%
FEN1 inhibitor	-7%	-7%	-3%	-2%	-1%	-4%	-4%	-1%	11%	.

51. O=C(NC1CCCC1)c1ccc2nc[nH]c2c1
52. CCc1cc2c(CN3CCN(Cc4ccccc4)CC3)cc(=O)oc2cc1O
53. COc1ccc(CNC(=O)c2ccc(S(=O)(=O)NCc3ccco3)cc2)cc1
54. COc1ccc(N(CC(=O)NCCSc2ccccc2)S(=O)(=O)c2ccccc2)cc1OC
55. COc1ccc(C2Nc3ccccc3C(=O)N2c2ccccc2)cc1Cn1cc([N+](=O)[O-])cn1 (stereo not drawn)
56. O=C(COC(=O)/C=C/c1cccc(C(F)(F)F)c1)Nc1cccc2ccccc12
57. COc1ccc2c(c1)c(=O)c(Br)c(C)n2Cc1ccccc1
58. Cc1cc(C)n(CCCN2C(=O)c3cccc4cccc(c34)C2=O)n1
59. COc1cccc(C(=O)Nc2nnc(S(=O)(=O)Nc3cccc(C)c3)s2)c1
60. Cc1nc(S/C(=C/c2ccc(-c3cc(Cl)ccc3C)o2)C(=O)O)n[nH]1

Compound	51	52	53	54	55	56	57	58	59	60
N370S GC	2%	?	.	-23%	?	21%	12%	3%	-6%	-5%
TDP1 inh	9%	.	1%[56.1 µM]	3%	5%	-4%	-9%	3%	.	11%
FEN1 inhibitor	0%	-17%	2%	17%	7%	10%	0%	-4%	-3%	?

61. CC1(C)CC(=O)c2sc(NS(=O)(=O)c3cc(Cl)ccc3Cl)nc2C1
62. CCN1C(=O)[C@@H]2[C@@H](c3ccc(-c4cccc(Cl)c4)cc3)N3CCC[C@@]3(C(=O)OC)[C@@H]2C1=O
63. CCCCOc1ccc(C(=O)Nc2sc3c(c2C(=O)OCC)CCCCC3)cc1
64. COc1cccc(NC(=O)Cn2c(=O)n(-c3cc(OC)c(OC)c(OC)c3)c(=O)c3ccccc32)c1
65. CC(=O)N1CCC[C@H]1C(=O)O
66. COCCNC(=O)CCCn1c(SCC(=O)Nc2cccc(C)c2)nc2c(sc3ccccc32)c1=O
67. Oc1ccccc1-n1nc2ccc3nonc3c2n1
68. COc1cccc(NC(=O)C(C)NS(=O)(=O)c2ccc(Br)cc2)c1 (stereo not drawn)
69. CC(C)N(C(=O)COC(=O)Cn1cnc2ccccc21)c1ccccc1
70. CCC1(c2ccc(F)cc2)NC(=O)N(CC(=O)NC2CCCC(C)C2C)C1=O (stereo not drawn)

Compound	61	62	63	64	65	66	67	68	69	70
N370S GC	8%	-5%	.	-7%	16%	.	-7%	-17%	-5%	.
TDP1 inh	3%[0.0935 µM]	7%	-9%[12.3 µM]	-6%	3%	1%	-3%	2%	-3%	0%
FEN1 inhibitor	-8%	-4%	-3%	-5%	3%	6%	-16%	5%	6%	0%

71. COc1ccc(-n2c(COc3cccc(C)c3)n[nH]c2=S)cc1
72. CC(C)c1ccc(Nc2cc(C(=O)NCCc3ccccc3)c3ccccc3n2)cc1
73. Nc1[nH]nc2c1NN(c1ccc(Cl)cc1Cl)N2
74. COc1ccc(S(=O)(=O)NCCCCCC(=O)NCCCN2CCOCC2)cc1
75. Cc1ccccc1NC(=O)c1c(C)oc2ccc(O)c(CN(C)Cc3ccccc3)c12
76. Cc1oc(/C=N/NC(=O)CN(c2ccccc2Br)S(C)(=O)=O)cc1Br
77. Cc1ccc(-c2cccc(NC(=O)C3C4C=CC(C4)C3C(=O)O)c2)o1 (stereo not drawn)
78. COc1cccc(OCCCOc2ccc([N+](=O)[O-])cc2Cl)c1
79. Cc1cc(SCC(=O)NCc2ccccc2Cl)nc(=O)[nH]1
80. CCOc1ccc(-c2nc3scc(-c4cccs4)c3c(=O)[nH]2)cc1

Compound	71	72	73	74	75	76	77	78	79	80
N370S GC	1%	.	-17%	-3%	.	-6%	-2%	14%	.	3%
TDP1 inh	.	2%	8%	-12%	2%	4%	7%	4%	-3%	2%
FEN1 inhibitor	1%	-8%	-3%	-2%	-1%	-10%	-4%	-15%	7%	2%

Brought forward from above: 3 entries, followed by the next part.
78. COc1cccc(OCCCOc2ccc([N+](=O)[O-])cc2Cl)c1
79. Cc1cc(SCC(=O)NCc2ccccc2Cl)nc(=O)[nH]1
80. CCOc1ccc(-c2nc3scc(-c4cccs4)c3c(=O)[nH]2)cc1
81. COC(=O)CN(c1cc(Cl)ccc1OC)S(=O)(=O)c1ccc(C)cc1
82. Cc1c(Br)cccc1NC(=O)c1sccc1-n1cccc1
83. Cc1ccc(CNC(=O)Nc2ccc(F)cc2)n1C
84. Cc1ccc(NC(=O)CC(C(=O)O)c2ccccc2)cc1 (stereo not drawn)
85. C/C(=N/OC(=O)c1c(-c2ccccc2Cl)noc1C)c1cnccn1
86. COc1ccc(CN2CCCC(N3CCc4ccccc4C3)C2)c(O)c1 (stereo not drawn)
87. CC1=CC(C)[C@@H]2COC(c3ccc(O)cc3)[C@H]1C2C (stereo partly drawn)
88. CCc1nnc(NS(=O)(=O)c2ccc(NC(=S)NC(=O)c3ccc(OC)c(OC)c3)cc2)s1
89. CC1(C)CC(CC(=O)O)CC(C)(C)N1
90. CN(C)c1ccc(CNC(=O)CCS(=O)(=O)c2ccc3c(c2)n(C)c(=O)c(=O)n3C)cc1

Compound	78	79	80	81	82	83	84	85	86	87	88	89	90
N370S GC	14%	.	3%	-2%	5%	-6%	-12%	10%	-2%	0%	-9%	1%	2%
TDP1 inh	4%	-3%	2%	-3%	8%	.	3%	5%	.	.	-3%	0%	.
FEN1 inhibitor	-15%	7%	2%	-1%	-11%	-3%	10%	25%	6%	-14%	-18%	2%	-2%

Bioassay records deposited in PubChem by National Center for Advancing Translational Sciences (NCATS).
